KCNQ2 inh – KCNQ2 potassium channel inhibitors, primary screen, cell-based, CHO-K1, FluxOR thallium flux, B-score (AID 2156); hit rate 1.1% among 310,000; O88943; 20 min; hits give low values; B-score at 10 µM;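 active = fluorescence ratio B-score at most minus 3 library SDs, with starting brightness B-score within 2 library SDs, cut at about -5.5 in these data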
Kir21 block – blocks the mouse Kir2.1 inward-rectifier potassium channel; P35561; HEK293-Kir2.1, FluxOR thallium flux fluorescence; hits give low values; B-score at 10 µM; hit rate 0.85% among 310,000;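 active = fluorescence ratio B-score at or below minus 3 SD of library scores, with starting-brightness B-score within 2 SD, cut at about -4.2 in these data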;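 also: channel flux triggered by added potassium and thallium sulfate stimulus; B-score of peak minus minimum fluorescence over baseline after thallium stimulus; more negative B-score means stronger Kir2.1 block with less thallium influx; some compounds called inactive have numbers as strong as hits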
Target sequence (P35561 whole entry, looked up): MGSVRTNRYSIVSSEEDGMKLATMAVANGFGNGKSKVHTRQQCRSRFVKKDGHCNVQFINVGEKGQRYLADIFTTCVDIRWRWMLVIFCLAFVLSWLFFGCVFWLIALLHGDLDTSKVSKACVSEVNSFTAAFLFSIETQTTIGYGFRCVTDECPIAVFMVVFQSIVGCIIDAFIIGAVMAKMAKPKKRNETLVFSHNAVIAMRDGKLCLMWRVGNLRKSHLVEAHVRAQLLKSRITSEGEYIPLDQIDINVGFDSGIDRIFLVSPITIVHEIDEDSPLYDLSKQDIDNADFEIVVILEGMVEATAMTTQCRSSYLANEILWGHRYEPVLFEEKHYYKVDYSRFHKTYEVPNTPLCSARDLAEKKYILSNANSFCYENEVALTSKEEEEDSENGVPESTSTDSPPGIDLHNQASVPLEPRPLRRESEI
CHT inh – human CHT choline transport inhibition | B-score at 10 µM | CHT-expressing cells, membrane potential dye, choline response; hits give low values | hit rate 0.86% among 310,000;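 active = B-score over 3 SD under the library average, and starting fluorescence ratio not unusually high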;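 also: choline stimulus applied at its EC90 after an EC20 pre-addition; B-score computed on integrated fluorescence ratio after choline addition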
Target sequence (Q9GZV3 whole entry, looked up): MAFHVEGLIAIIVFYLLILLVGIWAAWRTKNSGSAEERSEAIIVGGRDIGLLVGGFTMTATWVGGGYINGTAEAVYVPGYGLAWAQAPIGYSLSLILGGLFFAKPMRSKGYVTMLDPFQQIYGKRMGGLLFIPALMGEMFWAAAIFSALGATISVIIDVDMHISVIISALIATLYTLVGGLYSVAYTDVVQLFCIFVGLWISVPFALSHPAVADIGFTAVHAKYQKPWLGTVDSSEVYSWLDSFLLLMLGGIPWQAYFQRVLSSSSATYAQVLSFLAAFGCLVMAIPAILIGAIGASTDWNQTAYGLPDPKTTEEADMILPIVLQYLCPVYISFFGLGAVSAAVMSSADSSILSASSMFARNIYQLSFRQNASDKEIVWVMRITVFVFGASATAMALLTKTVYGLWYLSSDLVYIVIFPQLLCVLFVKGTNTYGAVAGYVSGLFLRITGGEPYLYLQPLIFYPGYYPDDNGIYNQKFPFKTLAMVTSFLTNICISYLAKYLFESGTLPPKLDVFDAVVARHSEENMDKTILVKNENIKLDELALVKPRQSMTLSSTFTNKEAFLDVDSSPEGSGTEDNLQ
Active calls of the source: *; i = inactive; nt = no result given.

SMILES | KCNQ2 inh | Kir21 block | CHT inh
Cc1cccc(CSCCNC(=O)CN(c2cc(C)cc(C)c2)S(C)(=O)=O)c1 | i | 0.35 | i
Cc1cc(NC(=O)C(=O)c2c(C)[nH]c3ccccc23)no1 | i | 1.5 | i
COc1cc(NS(=O)(=O)c2ccc(N)cc2)ncn1 | i | -0.31 | i
COc1ccc(NC(=O)CC2(CC(=O)O)CCCC2)cc1 | i | 0.06 | i
O=C(O)C1CCCN1S(=O)(=O)c1ccc(F)cc1 (configuration not stated) | i | -1.7 | i
COc1ccc(C(=O)NNC(=S)NC(=O)c2cccs2)cc1 | i | 0.69 | i
Cc1cc(C)nc(NN2C(=O)/C(=C/c3ccc(O)cc3)SC2=S)n1 | i | -1.8 | i
CCOC(=O)C(NC(C)=O)(OCc1ccccc1)C(F)(F)F (configuration not stated) | i | -0.48 | i
CC1CCN(C(=O)CN2C(=O)C(C)(C)Oc3ccc(C(=O)NC(C)C)cc32)CC1 | i | 0.77 | i
O=C(CC12CC3CC(CC(Br)(C3)C1)C2)OCCN1CCCCC1 | i | -2.1 | i
CCOc1cc(/C=C(\C#N)C(=O)Nc2ccc(S(N)(=O)=O)cc2)ccc1OCCN1CCOCC1 | i | 0.06 | i
COc1cccc(NS(=O)(=O)c2ccc3[nH]cc(C(=O)NC4CC4)c(=O)c3c2)c1 | i | -3.8 | nt
CCOC(=O)Cc1csc(N)n1 | i | 1.6 | i
O=C1CC(c2ccco2)CC2=C1C(c1ccccc1)n1nc(C(F)(F)F)nc1N2 (configuration not stated) | i | 0.51 | i
COCCCNS(=O)(=O)c1ccc2[nH]c(=O)[nH]c2c1 | i | -0.25 | i
COc1ccccc1CNC(=O)CCSCc1cccc(Cl)c1 | i | 0.01 | i
COC(=O)C(Cc1ccccc1)NC(=O)CSc1nc(C)cc(=O)[nH]1 (configuration not stated) | i | -1.1 | i
COc1ccc(N2CCN(C(=O)CCc3ccc(S(=O)(=O)NC(C)C)cc3)CC2)cc1 | i | 0.91 | i
C/C=C\C=C\C(=O)N1CC2(CC(c3cccc(NC(=O)COc4ccc(Cl)cc4)c3)=NO2)C[C@H]1C(N)=O (some centres not stated) | i | 0.67 | i
Cc1ccc(NC(=O)c2cccc(S(C)(=O)=O)c2)cc1 | i | 1.8 | i
CC(=O)c1ccc(Nc2nc3ccc(C)cc3n3cnnc23)cc1 | i | 1.1 | i
CCOC(=O)N1CCN(Cc2nc(N)nc(Nc3ccccc3C)n2)CC1 | i | 1.5 | i
Cc1ccc(NC(=O)CC2C(=O)N(Cc3ccccc3)C(=S)N2NC(=O)c2ccccc2)c(C)c1 (configuration not stated) | i | -0.13 | i
COc1cc(NS(=O)(=O)c2ccc(OC)c(C)c2C)c(OC)cc1Cl | i | -1.9 | i
Cc1cccc(-n2c3nc(=O)[nH]c(=O)c-3cc3c(C)nn(-c4ccccc4)c32)c1 | i | 1.8 | i
O=C(c1ccc(N2C(=O)CCC2=O)cc1)N1CCOCC1 | i | -0.55 | i
CN(CC(=O)Nc1ccc(F)c(F)c1F)C(=O)Cc1ccc2c(c1)OCCO2 | i | -0.03 | i
CCCC1=[N+](CC(=O)c2ccccc2)CCn2c(C)ccc21 | i | 2.2 | i
CCCCOC(=O)C1=C(C)NC(=O)NC1c1ccc(OC)cc1 (configuration not stated) | i | -0.08 | i
Cc1ccc(-n2nnnc2C(Cl)c2nnnn2-c2ccc(C)cc2)cc1 | i | -12* | nt
CC(=O)Nc1ccc(NC(=O)Cc2sc(C)nc2-c2ccc(C)cc2)cc1 | i | -0.1 | i
Cc1c(C)n(C)c2ccc(C(=O)NCCCN3CCN(C)CC3)cc12 | i | 1 | i
C[C@@H]1CN(C(=O)c2cc(COc3cccc(C(F)(F)F)c3)on2)C[C@H](C)O1 | i | -0.53 | i
CCS(=O)(=O)c1nc(S(=O)(=O)c2ccc(Cl)cc2)c(N2CCN(CCO)CC2)s1 | i | -1.3 | i
CCOC(=O)c1ccc(Oc2cn[nH]c2-c2ccc(OCC(=O)NN)cc2O)cc1 | i | -1 | i
O=C(COC(=O)c1ccccc1OC(F)F)Nc1ccc2[nH]c(=O)[nH]c2c1 | i | 0.66 | i
Cn1c(=O)c2[nH]c(N3CCN(c4cccc(O)c4)CC3)nc2n(C)c1=O | i | 0.99 | i
CN(Cc1ccco1)C(=O)Cn1c(=O)oc2cc(S(=O)(=O)NCc3ccccc3)ccc21 | i | 0.49 | i
O=C(Cn1c(NCCO)nc2ccccc21)c1ccc(F)cc1 | i | -0.04 | i
CCOC(=O)c1ccc(NC(=O)Cn2nnc(-c3ccccc3F)n2)cc1 | i | 1.6 | i
O=C(CSc1ccc(-c2cccc([N+](=O)[O-])c2)nn1)NCc1ccccc1 | i | 0.98 | i
COc1ccc(-c2noc(C3CCCN(C(=O)Nc4ccccc4)C3)n2)cc1 (configuration not stated) | i | -0.55 | i
Nc1ccc(N=Nc2ccccc2)c(N)n1 | i | 0.55 | i
CCOC(=O)NC(=O)/C(N=Nc1cccc(C(F)(F)F)c1)=C(\C)O | i | 0.84 | i
Cc1ccccc1NC(=O)Nc1ccc2c(c1)CCC2 | i | -0.59 | i
Cc1cc(C(=O)N2CCN(c3ncccn3)CC2)sc1-c1ccccc1 | i | 0.86 | i
CC(C)Cn1c(SCC(=O)NCCCN2CCCC2=O)nc2ccccc21 | i | 0.36 | i
O=C1N(CC(=O)N2CCc3ccccc32)CCN1Cc1ccc(Cl)cc1 | i | -0.14 | i
CC(=O)c1cccc(NC(=O)c2cc(Cl)sc2Cl)c1 | i | 1.3 | i
Cc1ccc(OCCC(=O)OCC(=O)Nc2cc(C)cc(C)c2)cc1 | i | 0 | i
COc1cc2c(cc1NC(=O)CSc1nnc(Cc3cccs3)n1Cc1ccco1)oc1ccccc12 | i | -0.06 | i
Cc1c(Cl)cccc1NC(=O)CSCC(N)=O | i | -0.09 | i
O=C(/C=C/c1ccco1)Nc1cccnc1Cl | i | 0.06 | i
CC(=O)N1CCN(C(=O)CCc2nc3sc4c(c3c(=O)[nH]2)CCCC4)CC1 | i | -0.04 | i
O=C1N=c2ccccc2=C1c1c(O)n(-c2cccc(F)c2)[nH]c1=O | i | -3.2 | i
Cc1nn(Cc2ccc(C(=O)N3c4ccc(F)cc4CCC3C)o2)c(C)c1Br (configuration not stated) | -7.6* | -3.1 | i
COc1ccc(N(C)C(=O)c2ccc3snnc3c2)cc1 | i | -1.1 | i
CN(c1ccccc1)S(=O)(=O)c1cccc(C(=O)Nc2ccc3c(c2)CCC3)c1 | i | 0.74 | i
CSC1=NCCN1C(=O)c1ccc2ccccc2c1 | i | 0.63 | i
CC(=O)N(c1cccc(C(F)(F)F)c1)c1nc(/C=C/C(=O)O)cs1 | i | 1.7 | i
Later entries:
SMILES | KCNQ2 inh | Kir21 block | CHT inh
C/C(=N\OC(=O)c1c(-c2c(F)cccc2Cl)noc1C)c1nccs1 | i | 0.45 | i
COc1ccc(/C=N/NC(=O)CNC(=O)c2cccs2)cc1 | i | 2.3 | i
N#Cc1ccc(S(=O)(=O)NCC(=O)OCC(=O)NCCc2ccccc2)cc1 | i | 0.41 | i
Cc1c(C(=O)c2ccc(F)cc2F)c2ccccn2c1CCC#N | i | -1.1 | i
N#CCCn1c(SCC(=O)Nc2ccc(N3CCOCC3)cc2)nc2ccccc21 | i | -0.58 | i
O=C(NC1CCCCCCC1)c1ccc2c(c1)OCO2 | i | 0.37 | i
Cc1ccnc(NC(=O)CCC(=O)N(CC(=O)NCc2ccc(F)cc2)CC2CCCO2)c1 (configuration not stated) | i | -0.75 | i
Cn1c(=O)c2c(nc(SCCNS(=O)(=O)c3ccccc3)n2C)n(C)c1=O | i | 0.56 | i
CNC(=O)CCSSCCC(=O)NC | i | -0.05 | i
CCOc1ccc(CCNC(=O)c2[nH]c(C)c(C(C)=O)c2CC)cc1OCC | i | 1.2 | i
CCn1cc(C(=O)N[C@H](C(=O)NCCCOC)C(C)C)c(=O)c2cc3c(cc21)OCO3 | i | 0.05 | i
Cc1ccc(CN2CC34C=CC(O3)C(C(=O)NCc3ccc5c(c3)OCO5)C4C2=O)cc1 (configuration not stated) | i | -0.87 | i
Cc1ccc(S(=O)(=O)NC2OC(=O)C(Cl)=C2Cl)cc1 (configuration not stated) | i | -0.4 | i
COc1ccc(C(=O)NNC(=O)CSc2nnc(-c3ccc(O)cc3)n2C)cc1 | i | -1.6 | i
Cc1cc(NC(=O)CSc2ncn(-c3ccccc3)n2)no1 | i | 0.67 | i
CSc1nc2n(n1)C(c1ccccn1)C1=C(CC(C)(C)CC1=O)N2 (configuration not stated) | i | -0.7 | i
Cc1ccc(NC2=C(Cl)C(=O)OC2OC(=O)c2ccco2)c(C)c1 (configuration not stated) | i | -0.79 | i
NS(=O)(=O)c1ccc(CCNC(=S)Nc2ccccc2)cc1 | i | -1.2 | i
Cn1c2ccccc2c(=O)c2cc(C#Cc3ccsc3)ccc21 | i | 0.92 | i
O=C(O)c1cccc(S(=O)(=O)N2CCC(n3nnc4cc(C(F)(F)F)ccc43)CC2)c1 | i | 0.32 | i
CCOC(=O)C1=C(C)NC2=C(C(=O)CC(C)(C)C2)C1c1ccc(N(C)C)cc1 (configuration not stated) | i | 1.5 | i
Cc1cc(=O)oc2cc(OCC(=O)N3CCN(c4ccccc4)CC3)c(Cl)cc12 | i | -0.01 | i
C=CCNc1nc2c(c(=O)[nH]c(=O)n2C)n1CC(O)COc1ccc2ccccc2c1 (configuration not stated) | i | 1.2 | nt
CCOCCCNC(=O)c1ccc(N(C)S(=O)(=O)c2ccc(OC)cc2)cc1 | i | -1.3 | i
O=C(CSC(=S)N1CCCCC1)c1c(F)cccc1F | i | -1.1 | i
Cc1cc2ccccc2cc(C)c1=O | i | -1.2 | i
COc1ccc(C(=O)NCC2CCCO2)cc1 (configuration not stated) | i | -0.52 | i
O=C(NCc1ccc2c(c1)OCO2)c1cc(-c2ccc(Cl)cc2Cl)on1 | i | 0.6 | i
CCCS(=O)(=O)c1c(S(=O)(=O)CCC)c2c(C)cccn2c1C(N)=O | i | -0.12 | i
CC(CCc1ccccc1)NC(=O)CNC(=S)N(Cc1cccs1)C1CCCC1 (configuration not stated) | i | 0.7 | nt
Cc1nnc(SCC(=O)NCc2ccco2)n1-c1ccc(F)cc1 | i | -0.7 | i
CCN1/C(=N\N)c2cccc3cccc1c23 | i | -1.2 | i
O=C1NCC(NC(=O)C(F)(F)F)c2cc3c(cc21)OCO3 (configuration not stated) | i | -0.62 | i
C=CCN=c1scc(C)n1/N=C/c1ccc(O)c(O)c1 | i | 2.4 | i
Cc1ccc(C2=NNC(C(O)C(O)C(O)C(C)O)S2)cc1 (configuration not stated) | i | 0.96 | i
CC1Cc2ccccc2N1c1ncnc2c1nnn2Cc1ccccc1Cl (configuration not stated) | i | 1.3 | i
CCn1c(CSc2nnc(-c3ccncc3)n2CCOC)nc2cc(C(=O)O)ccc21 | i | -0.19 | i
CC(=O)O/N=C(/c1nonc1N)N1CCN(c2ccc([N+](=O)[O-])cc2Cl)CC1 | i | -0.39 | i
COc1ccc2oc(C(=O)OCC(=O)N3CCCC(C)C3)c(C)c2c1 (configuration not stated) | i | 0.67 | i
COc1ccc(-c2nc3c(s2)CN(S(C)(=O)=O)CC3)cc1OC | i | 1.8 | i

7 entries out of the list, sorted by number of heavy atoms, highest first:
SMILES | KCNQ2 inh | Kir21 block | CHT inh
Cc1ccnc(NC(=O)CCC(=O)N(CC(=O)NCc2ccc(F)cc2)CC2CCCO2)c1 (configuration not stated) | i | -0.75 | i
Cc1ccc(CN2CC34C=CC(O3)C(C(=O)NCc3ccc5c(c3)OCO5)C4C2=O)cc1 (configuration not stated) | i | -0.87 | i
CCn1cc(C(=O)N[C@H](C(=O)NCCCOC)C(C)C)c(=O)c2cc3c(cc21)OCO3 | i | 0.05 | i
COc1cccc(NS(=O)(=O)c2ccc3[nH]cc(C(=O)NC4CC4)c(=O)c3c2)c1 | i | -3.8 | nt
CCCCOC(=O)C1=C(C)NC(=O)NC1c1ccc(OC)cc1 (configuration not stated) | i | -0.08 | i
O=C(CSC(=S)N1CCCCC1)c1c(F)cccc1F | i | -1.1 | i
CCN1/C(=N\N)c2cccc3cccc1c23 | i | -1.2 | i

Later entries.
SMILES | KCNQ2 inh | Kir21 block | CHT inh
Cc1nnc(-c2ccccc2)c(=O)n1/N=C/c1c(O)ccc2ccccc12 | i | 0.57 | i
Cc1cc(OCC(=O)NCC(O)c2ccccc2)c2c(C)cc(=O)oc2c1 (configuration not stated) | i | 0.15 | i
C(=N\Nc1ncnc2ccccc12)/c1ccccc1 | i | 0.42 | i
O=C(OCc1c(Cl)cccc1Cl)c1cccnc1Cl | i | -1.5 | i
Cc1cc(C)c2c(=O)cc(C(=O)NCc3ccccc3)oc2c1 | i | 0.89 | i
O=C(COc1ccc(Cl)cc1)NC(=S)Nc1ccccc1N1CCOCC1 | i | 1.1 | i
COc1ccc(NC(=O)C2CSC(C)(C)N2C=O)cc1 (configuration not stated) | i | -1.1 | i
CC(O)C(NS(=O)(=O)c1ccc(Cl)cc1)C(=O)OCC(=O)Nc1cccnc1Cl (configuration not stated) | i | 0.01 | i
Cn1c(=O)oc2cc(S(=O)(=O)N3CCC(C(=O)NCc4ccc(F)cc4)CC3)ccc21 | i | -1.8 | i
Cc1nn(C(=O)c2ccoc2C)c(N)c1-c1ccccc1 | i | -0.74 | i
NS(=O)(=O)c1ccc(-c2ccc(/C=C3\C(=O)Nc4ccccc43)o2)cc1 | i | 1.1 | i

Entries of single compounds, looked up by structure:
`Cc1cc(C)c2c(=O)cc(C(=O)NCc3ccccc3)oc2c1` is listed with KCNQ2 inh = i; Kir21 block = 0.89; CHT inh = i
`C(=N\Nc1ncnc2ccccc12)/c1ccccc1` is listed with KCNQ2 inh = i; Kir21 block = 0.42; CHT inh = i
